# tim23-1 inh = growth inhibitors of tim23-1 mutant yeast, primary screen, luminescence, uHTS; S. cerevisiae tim23-1 growth, BacTiter-Glo luminescence, 24 h; AID 463212, 2010; actives 1.3% (n = 330,000); inhibition, % at 20 µM;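 active means growth inhibition of the mutant yeast at or above 50%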;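 further: temperature-sensitive mutant grown at 25 °C; plate controls were DMSO-treated mutant yeast for no effect and medium wells lacking yeast for full effect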
# TIM10 inh = growth inhibitors of isogenic TIM10 control yeast, primary screen, counter-screen for tim10-1 yeast inhibitor project, luminescence, uHTS | actives 1.4% (n = 330,000) | inhibition, % at 10 µM | S. cerevisiae TIM10 strain growth, BacTiter-Glo luminescence, 24 h;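 active means inhibition of 40% or more at the single tested concentration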;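 further: wild-type TIM10 isogenic control strain grown at permissive 25 °C; 0% = DMSO yeast wells and 100% = minimal medium wells without yeast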
# Jurkat NFkB inh = inhibitors of induced NF-kB luciferase reporter, primary screen, TCR NF-kB activation inhibitor project, cell-based, luminescence, uHTS; inhibition, % at 4 µM; Jurkat, PMA/ionomycin-induced NF-kB luciferase reporter; actives 0.53% (n = 330,000); in the data active means inhibition above about 50%
# tim10-1 inh = growth inhibitors of tim10-1 mutant yeast, primary screen, luminescence, uHTS; S. cerevisiae tim10-1 ts strain growth, BacTiter-Glo, 24 h; inhibition, % at 20 µM; actives 2.2% (n = 330,000); AID 463190, 2010;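 active means inhibition of at least 40%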;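 further: mutant grown at 25 °C; 0% = DMSO wells with yeast and 100% = wells holding no yeast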
# CHOP UPR activ = activators of apoptotic CHOP UPR arm, primary screen, cell-based, CHO-CHOP luciferase reporter, luminescence, uHTS | UPR activation; percent of tunicamycin response over DMSO baseline | activation, % at 10 µM | actives 0.34% (n = 330,000) | AID 449763, 2010;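 active means at 10 µM dose, activation of 40% or more, normalized to positive control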;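 further: 100% = tunicamycin at 10 µg/mL and 0% = DMSO alone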
#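 Assay system: CHO-CHOP cells, stable luciferase reporter of PERK-eIF2a-CHOP signalling / Buffer or medium: F12 plus 10% serum / Compound dosing: one dose, 10 µM in 0.5% DMSO / Times: 6 h compound treatment, 37 °C / Technique: luciferase luminescence / Read-out: % reporter activation, DMSO baseline versus tunicamycin full activation / Benchmarks: tunicamycin and DMSO controls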
# Mdm2 MdmX PPI = inhibitors of human Mdm2-MdmX association, primary screen, cell-based, luminescence, split luciferase, SaOS-2, uHTS; inhibition, % at 8 µM; Protein Mdm4 (Homo sapiens) + E3 ubiquitin-protein ligase Mdm2 (Homo sapiens), …; SaOS-2 split-luciferase Mdm2/MdmX complementation; actives 3% (n = 330,000);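 active means inhibition of at least 50% at 8 µM in the primary screen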
# Target sequence (O15151 whole entry, looked up): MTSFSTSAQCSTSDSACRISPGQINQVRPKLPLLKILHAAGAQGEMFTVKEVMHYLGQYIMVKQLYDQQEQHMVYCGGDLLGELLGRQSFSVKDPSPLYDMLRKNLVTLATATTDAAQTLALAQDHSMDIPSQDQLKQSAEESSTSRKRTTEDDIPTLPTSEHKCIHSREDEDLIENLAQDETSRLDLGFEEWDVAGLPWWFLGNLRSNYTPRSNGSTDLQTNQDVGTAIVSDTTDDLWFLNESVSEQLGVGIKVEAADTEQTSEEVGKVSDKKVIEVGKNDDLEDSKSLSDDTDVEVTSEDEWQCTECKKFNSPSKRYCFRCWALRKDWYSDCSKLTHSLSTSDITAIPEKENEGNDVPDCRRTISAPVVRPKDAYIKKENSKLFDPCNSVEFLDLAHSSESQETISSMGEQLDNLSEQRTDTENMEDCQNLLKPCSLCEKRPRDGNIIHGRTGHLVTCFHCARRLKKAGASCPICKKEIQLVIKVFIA
# Target sequence (Q00987 whole entry, looked up): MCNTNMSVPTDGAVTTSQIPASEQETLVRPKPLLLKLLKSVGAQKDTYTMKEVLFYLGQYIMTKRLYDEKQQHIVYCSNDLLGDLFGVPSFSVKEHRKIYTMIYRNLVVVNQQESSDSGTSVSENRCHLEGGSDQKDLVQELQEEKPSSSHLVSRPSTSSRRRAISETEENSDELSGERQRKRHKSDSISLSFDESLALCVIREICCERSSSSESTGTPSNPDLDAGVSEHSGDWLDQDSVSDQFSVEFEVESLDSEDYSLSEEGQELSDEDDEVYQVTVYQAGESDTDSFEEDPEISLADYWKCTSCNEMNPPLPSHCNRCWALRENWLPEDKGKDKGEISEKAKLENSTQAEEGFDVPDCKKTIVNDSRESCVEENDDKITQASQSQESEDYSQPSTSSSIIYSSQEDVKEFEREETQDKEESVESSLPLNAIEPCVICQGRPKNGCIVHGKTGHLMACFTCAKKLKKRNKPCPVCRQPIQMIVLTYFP
# 697 NFkB inh = inhibitors of PMA/ionomycin-induced NF-kB reporter, 697 cells, primary screen, B-cell NF-kB inhibitor project, cell-based, luminescence, uHTS; 697 B-cell NF-kB luciferase reporter, 16 h; inhibition, % at 4 µM; actives 0.33% (n = 330,000); AID 435022, 2010; in the data active means inhibition above about 35%
# UPR XBP1 act = activators of adaptive XBP1 UPR arm, primary screen, cell-based, CHO-XBP1 luciferase reporter, luminescence, uHTS; IRE1-XBP1 UPR activation; percent of tunicamycin response, DMSO as zero; activation, % at 20 µM; actives 0.33% (n = 330,000); AID 463104, 2010;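 active means versus positive control, 20 µM dose yields 30% or more activation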;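 further: 100% = tunicamycin at 10 µg/mL and 0% = DMSO only wells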
#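 Material: CHO-XBP1 cells stably carrying IRE1-XBP1-driven luciferase reporter / Amount: 1000 cells per well / Compound: 20 µM, 1% DMSO / Times: 6 h treatment, 37 °C / Detection: luciferase luminescence / Measure: % activation of reporter signal versus tunicamycin and DMSO controls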
# Numbers without * were called inactive.
SMILES,tim23-1 inh,TIM10 inh,Jurkat NFkB inh,tim10-1 inh,CHOP UPR activ,Mdm2 MdmX PPI,697 NFkB inh,UPR XBP1 act
CCCCC[C@H](O)/C=C/[C@@H]1[C@@H](CCCCCCC(=O)O)[C@@H](O)C[C@H]1O,-5,12,-3,2,1.9,21,-4,-7
CCOC(=O)c1ccc(NC(=O)NC2CC3CCC(C2)N3Cc2nnnn2C(C)(C)C)cc1 (stereo not drawn),-10,8,7,11,1.6,-8,30,-2
COC(=O)c1ccc(NC(=O)CN2CCOCC2)cc1,-1,-20,0,12,1.7,-1,13,-1
Cc1ccc2[nH]c(=O)c(CN(CCCN(C)C)C(=O)Nc3cccc(Cl)c3)cc2c1,22,13,-6,15,11,67*,-2,3
COc1ccc(C(=O)COc2ccccc2N2C(=O)C3C4C=CC(C4)C3C2=O)cc1 (stereo not drawn),-7,-20,-50,-24,0.9,-35,-19,-2
CCOc1ncccc1C(=O)OCC(=O)Nc1ccc(C)c(S(=O)(=O)N2CCOCC2)c1,12,6,9,15,-1.6,18,5,1
CN(C)CCNC(=O)C(=O)NCC1OCCN1S(=O)(=O)c1ccc([N+](=O)[O-])cc1 (stereo not drawn),-1,-10,2,2,0.7,-17,14,-3
CC(=O)Nc1ccc(C#Cc2ccc(NC(C)=O)cc2)cc1,6,7,-59,-9,1.5,38,-44,9
COc1ccc(C)cc1NC(=O)c1cccc(-c2ccc(OC(C)=O)cc2)c1,23,11,7,9,5.4,16,19,-3
N#C/C(=C\c1ccc(N2CCCC2)c([N+](=O)[O-])c1)c1nc2ccccc2[nH]1,23,30,-72,20,6.1,37,-47,111*
CC(C)(C)c1ccc(C(=O)NC(=S)N2CCCCCC2)cc1,47,38,12,38,-1.4,33,3,2
COc1ccc(C(=O)Nc2ccc(N3CCCCC3)cc2)cc1Br,8,-4,-53,7,3.5,-5,-31,4
CCOc1ccc(-c2nnc3ccc(SCC(=O)Nc4nc5ccccc5s4)nn23)cc1,10,2,-9,11,-0.3,16,-47,-2
COc1ccc(C2CC(=O)C(C=NCC(C)C)=C(O)C2)cc1 (stereo not drawn),8,97*,1,-9,-0.7,12,9,-6
Cc1c(Br)c([N+](=O)[O-])nn1CC(=O)NCc1cccs1,9,16,10,9,4.2,4,13,-2
O=C(c1ccc(S(=O)(=O)NCC2CCCO2)cc1)N1CCN(c2ccccc2)CC1 (stereo not drawn),2,13,-10,6,2.4,-26,-2,-3
OC(CNCc1ccccc1)COc1ccccc1 (stereo not drawn),-6,-8,13,-10,0.2,9,8,-1
COc1cc(C2OC(c3cc(OC)c(OC)c(OC)c3)C(C)C2C)cc(OC)c1OC (stereo not drawn),2,0,-13,19,-3.1,14,16,0
COC(/C=C/Nc1ccc(Br)cc1)=C(C#N)C#N,14,13,-1,3,-1.2,4,8,-1
COc1cccc(-n2ccnc2SCC(=O)Nc2ccccc2)c1,21,-14,-5,18,-2.8,1,5,-1
CCCCN(C(=O)c1ccccc1Br)C1CCS(=O)(=O)C1 (stereo not drawn),10,9,-3,3,1.0,-20,3,-2
Cc1cc(C)n(CC(=O)Nc2ccc(N3CCOCC3)c(Cl)c2)c(=O)c1C#N,6,8,-10,-19,1.3,7,-8,2
CC1N(C)c2cc(NC(=O)c3ccco3)ccc2C1(C)C (stereo not drawn),29,15,-34,15,2.5,-70,-107,1
COc1ccc(-c2nc(CS(=O)CC(=O)NCc3ccc4c(c3)OCO4)c(C)o2)cc1 (stereo not drawn),15,2,-10,29,0.0,4,-7,0
O=C(CCNC(=O)c1ccc([N+](=O)[O-])cc1)NCCc1ccc(Cl)cc1,3,-24,-16,-3,1.5,22,3,-4
N#C/C(=C\c1ccc(-c2ccc([N+](=O)[O-])cc2Br)o1)C(=O)N1CCN(c2ccccc2)CC1,20,4,-10,25,-1.2,8,-29,-4
COc1ccc([N+](=O)[O-])cc1NC(=O)c1ccco1,8,-3,12,-3,0.4,7,9,-2
O=C(NCCO)NC(=S)c1ccccc1,6,3,3,8,0.6,-8,4,-2
CC(C)(C)OC(=O)NCCCCCNC(=O)c1[nH]cnc1C(=O)NC1CCN(C(=O)OC(C)(C)C)CC1,15,10,13,13,0.3,3,-4,-3
COc1cccc(NS(=O)(=O)c2cc3c(cc2C)NC(=O)CO3)c1,-2,-8,-7,5,-1.1,-1,2,-1
COc1ccc(-n2ccc(-c3nn(-c4cccc(C(F)(F)F)c4)ccc3=O)n2)cc1,13,20,-1,7,-4.4,4,-5,2
O=C(c1ccc(Cn2cc(Br)cn2)o1)N1N=C(C(F)F)CC1(O)C(F)F (stereo not drawn),20,19,6,24,-1.2,15,7,-3
O=C(O)CC/C(=N\Nc1ccc(Cl)cc1)c1cccs1,36,10,7,41*,0.6,13,-6,0
N#Cc1c(-c2ccc(Br)cc2)cc(-c2cccnc2)nc1N,8,16,4,5,-1.9,-5,-13,-3
Cc1ccc(Sc2c(C)[nH]n(C(C)(C)C)c2=O)cc1,3,20,9,23,-1.4,7,13,-2
COC(=O)c1c[nH]n2c(=O)c(Cl)c(C)nc12,3,-5,-15,4,2.4,0,-37,1
Cc1ccc(CC(=O)Nc2ccc(F)c([N+](=O)[O-])c2)cc1C,26,23,14,33,-2.4,15,9,1
O=c1c2ccccc2oc2nc3n(c(=O)c12)CCCS3,12,5,1,19,-3.1,-4,6,-4
CC(Sc1nc2ccccc2[nH]1)C(=O)Nc1ccc2c(c1)OCCO2 (stereo not drawn),-12,16,4,-4,0.5,15,25,1
O=c1c2ccccc2c(-c2ccccc2)nn1Cc1ccc(Cl)cc1,21,-3,6,17,-0.9,21,18,1

# 2 entries from above, as tab-separated lines.
Compound	tim23-1 inh	TIM10 inh	Jurkat NFkB inh	tim10-1 inh	CHOP UPR activ	Mdm2 MdmX PPI	697 NFkB inh	UPR XBP1 act
COC(=O)c1c[nH]n2c(=O)c(Cl)c(C)nc12	3	-5	-15	4	2.4	0	-37	1
Cc1ccc(CC(=O)Nc2ccc(F)c([N+](=O)[O-])c2)cc1C	26	23	14	33	-2.4	15	9	1

# (more compounds)
SMILES,tim23-1 inh,TIM10 inh,Jurkat NFkB inh,tim10-1 inh,CHOP UPR activ,Mdm2 MdmX PPI,697 NFkB inh,UPR XBP1 act
O=C(NCc1ccc(Cl)cc1)c1cccc(S(=O)(=O)N2CCCC2)c1,17,-8,-16,5,-1.2,13,6,1
Cc1ccccc1NC(=O)Cc1nc(COC(=O)c2ccc(C(F)(F)F)cc2)cs1,4,6,7,19,0.1,20,-11,-2
CSc1nncc(/C(C)=N\Nc2ccccc2C)n1,0,7,-19,-11,5.5,-13,-28,5
CCOC(=O)N1CCN(S(=O)(=O)c2ccc(C(=O)NNc3nc4c(C)cc(C)cc4s3)cc2)CC1,22,-57,-5,6,-2.3,80*,-9,-4
COc1cccc(C(=O)NNC2=C(C(=O)C(F)(F)F)CCC2)c1,18,14,0,11,-0.7,23,16,-1
Cn1c(NC(=O)c2ccccc2)c(-c2cccs2)c(=O)c2ccccc21,14,-4,3,31,-1.1,-7,20,-4
CC(C)c1ccc(NS(=O)(=O)c2cn(C)c(=O)n(C)c2=O)cc1,-13,-90,20,-47,1.0,-10,-7,1
Cc1cccc(NC(=O)CCS(=O)(=O)c2ccc3c(c2)oc(=O)n3C)c1,15,13,22,19,-0.3,-3,-2,-7
CCn1c(=O)n(CC)c2cc(S(=O)(=O)N3CCOCC3)ccc21,12,13,-8,7,0.0,15,5,-2
O=C(Cc1ccccc1)NNC(=O)C1CC=CCC1 (stereo not drawn),-5,-10,22,8,-0.8,15,11,4
OCCN1CCOCCOCCN(CCO)CCN(CCO)CC1,9,16,4,1,-0.5,4,-8,1
O=C(CSc1nc2ccccc2c(=O)n1CC1CCCO1)NCC1CCCO1 (stereo not drawn),-7,-2,1,7,-1.3,9,3,0
COCCN(C(=O)COC(=O)c1cccc2ccccc12)c1c(N)n(Cc2ccccc2)c(=O)[nH]c1=O,-5,12,-5,-23,1.7,8,-9,-8
CCCc1cc(=O)[nH]c(SCC(=O)Nc2cc(S(=O)(=O)N3CCCCC3)ccc2C)n1,5,-2,7,5,-1.3,7,12,-1
O=c1c(-c2ccc3c(c2)OCCO3)c(C(F)(F)F)oc2cc(O)cc(O)c12,58*,22,7,44*,-2.8,18,22,-1
CCOc1ccccc1C(=O)OCC(=O)NCC1CCCCC1,21,19,10,19,-0.4,-5,16,-3
CCOC(=O)c1cc(CC)sc1/N=C/C1=C(O)CC(C)(C)CC1=O,25,-5,-4,5,0.3,4,14,3
Cc1ccc(Cn2nnc3c(=O)[nH]c(C4CCN(S(=O)(=O)c5ccccc5)CC4)nc32)cc1,20,4,-6,17,-0.2,27,3,1
COc1cccc(C(O)c2nccn2Cc2ccccc2)c1OC (stereo not drawn),-8,-18,1,5,-1.6,15,6,-3
O=C(COc1ccc(Cl)cc1Cl)NC(=O)NC1CCCC1,49,12,-78,35,2.8,-65,-79,8

# Of the compounds above, these have a Cl atom:
SMILES,tim23-1 inh,TIM10 inh,Jurkat NFkB inh,tim10-1 inh,CHOP UPR activ,Mdm2 MdmX PPI,697 NFkB inh,UPR XBP1 act
Cc1ccc2[nH]c(=O)c(CN(CCCN(C)C)C(=O)Nc3cccc(Cl)c3)cc2c1,22,13,-6,15,11,67*,-2,3
Cc1cc(C)n(CC(=O)Nc2ccc(N3CCOCC3)c(Cl)c2)c(=O)c1C#N,6,8,-10,-19,1.3,7,-8,2
O=C(CCNC(=O)c1ccc([N+](=O)[O-])cc1)NCCc1ccc(Cl)cc1,3,-24,-16,-3,1.5,22,3,-4
O=C(O)CC/C(=N\Nc1ccc(Cl)cc1)c1cccs1,36,10,7,41*,0.6,13,-6,0
COC(=O)c1c[nH]n2c(=O)c(Cl)c(C)nc12,3,-5,-15,4,2.4,0,-37,1
O=c1c2ccccc2c(-c2ccccc2)nn1Cc1ccc(Cl)cc1,21,-3,6,17,-0.9,21,18,1
O=C(NCc1ccc(Cl)cc1)c1cccc(S(=O)(=O)N2CCCC2)c1,17,-8,-16,5,-1.2,13,6,1
O=C(COc1ccc(Cl)cc1Cl)NC(=O)NC1CCCC1,49,12,-78,35,2.8,-65,-79,8

# (cont.)
SMILES,tim23-1 inh,TIM10 inh,Jurkat NFkB inh,tim10-1 inh,CHOP UPR activ,Mdm2 MdmX PPI,697 NFkB inh,UPR XBP1 act
CCOC(=O)C1CCCN(S(=O)(=O)c2cc3[nH]c(=O)c(=O)[nH]c3cc2C)C1 (stereo not drawn),1,2,-9,-17,-0.6,28,7,-2
Cc1ccccc1Nc1c(N)c(=O)oc2ccccc12,19,16,-12,19,-0.3,46,-44,2
CCOC(=O)N1CCN(C(=O)c2ccc3c(c2)N(Cc2ccc(C)cc2)CCS3)CC1,12,14,8,30,3.2,6,-56,0
COc1ccc(-c2nnc(SCC(=O)NCc3cccs3)n2C(C)C)cc1,6,2,1,4,-1.1,8,1,-5
CCS(=O)(=O)Nc1c(C(=O)OC)[nH]c2ccccc12,-6,9,8,9,-1.0,-9,0,-1
CCCCCCOc1ccc(NC(=O)CC2C(=O)N(CC)C(=S)N2Cc2ccco2)cc1 (stereo not drawn),10,-53,7,33,3.7,18,-39,1
COC(=O)c1c(C)[nH]c(C(=O)/C=C/c2cccc(Cl)c2)c1C,2,8,38,1,3.9,-46,-55,4
CCOc1ccccc1C(=O)OCC(=O)Nc1ccc(N2CCCCC2)cc1,22,11,9,21,-0.9,4,-32,0
O=C(NC1CCCCC1)C(c1ccncc1)N(C(=O)Cn1nnc(-c2cccs2)n1)C1CCCC1 (stereo not drawn),-1,3,-19,0,-0.5,14,4,-2

# Bioassay records from PubChem BioAssay.
